Compound activity (PubChem)
XIAP antagonists: XIAP antagonists, biochemical, IAP family, fluorescence polarization (AID 1018) | XIAP BIR domain, fluorescence polarization peptide displacement; higher % means a stronger effect | displacement, % at 20 µM, or IC50 in µM where a hit was titrated | 200,000 compounds, 0.007% hits; in the data active = displacement above about 50%; also: a part of the inactive calls stands beside numbers as strong as those of hits
P. falciparum M17LAP: P. falciparum M17LAP inhibitors, primary screen, biochemical, fluorogenic H-Leu-NHMec substrate, 1536-well (AID 1619); one-dose inhibition, % at 30 µM; IC50 in µM for titrated hits; recombinant M17LAP, H-Leu-NHMec fluorogenic kinetic assay; higher % means a stronger effect; 220,000 compounds, 0.38% hits;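 active = compound inhibiting the enzyme by more than half at any dose during confirmatory dose-response retesting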;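 also: plate controls were full reaction with DMSO carrier for no effect and no enzyme background for full effect; strong numbers were not always called active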
UTI89 phage lysis: inhibition of K1F phage lysis, E. coli UTI89, bacterial capsule biogenesis inhibitors, alamar blue (AID 488966); 340,000 compounds, 0.02% hits; E. coli UTI89 K1F phage lysis, alamar blue, 2 h; higher % means a stronger effect; inhibition, % at 100 µM, or IC50 in µM where a hit was titrated;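 active = phage lysis inhibition, versus mean bacterial control, above a set limit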;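 also: capsule biogenesis inhibitors block K1F phage lysis so surviving cells raise fluorescence; higher fluorescence means more inhibition of phage lysis; actives were called in the ten point dose series up to 300 µM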
Siah-1 displacement: blockers of Siah-1 interaction with plectin peptide – biochemical, fluorescence polarization, rhodamine-plectin, uHTS, primary screen (AID 1817); one-dose displacement, % at 20 µM; IC50 in µM for titrated hits; 290,000 compounds, 0.02% hits; Siah-1 / rhodamine-plectin peptide fluorescence polarization; higher % means a stronger effect;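 active = displacement of at least 50% at 20 µM, with a fluorescence ratio check between 0.3 and a set limit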;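 also: plate controls were Siah plus tracer with DMSO for no effect and tracer alone without Siah for full effect; strong numbers were not always called active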
human PMI inhibitors: human PMI inhibitors, high substrate, primary screen, biochemical, fluorescence intensity, high mannose 6-phosphate (AID 1220). one-dose inhibition, % at 20 µM; IC50 in µM for titrated hits. 190,000 compounds, 0.66% hits. recombinant PMI enzyme, coupled fluorescence intensity; higher % means a stronger effect
M1AAP inhibition: malaria alanyl aminopeptidase activity blockers – biochemical, fluorogenic H-Leu-NHMec substrate, 1536-well (AID 1445) | inhibition, % at 30 µM; hits with a dose series show IC50 in µM | 220,000 compounds, 0.42% hits | recombinant M1AAP, H-Leu-NHMec fluorogenic kinetic assay; higher % means a stronger effect;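 active = primary inhibition above the hit cutoff, then over 50% inhibition at one or more dose response concentrations, cut at about 23% in these data, passing the limit was not always enough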;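 also: plate controls were DMSO full reaction for no effect and no enzyme background for full effect; strong numbers were not always called active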
Hep lipid drop: hepatic lipid droplet formation modulation; AML12 mouse hepatocytes, oleate lipid droplets, BODIPY imaging; AID 1656; inhibition, % at 6.5 µM; 240,000 compounds, 0.4% hits;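 active = lipid droplet intensity inhibited by at least 50%, with more than 500 cells counted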
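Test system: AML12 hepatocytes (mouse); reagent: oleate loading, 100 µM; dosing: one dose, 6.5 µM compound; incubation: overnight exposure; signal: fluorescence imaging, 20x objective, two fields per well; read-out basis: % inhibition of corrected integrated BODIPY droplet signal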
TNAP activators: stimulation of alkaline phosphatase TNAP activity – biochemical, luminescent, no phosphate acceptor, uHTS, primary screen (AID 1001); purified TNAP, luminescent activation assay, no phosphate acceptor; higher activation fold means a stronger effect; activation fold at 20 µM; hits with a dose series show EC50 in µM; 200,000 compounds, 0.03% hits; in the data active = activation fold from about 3, or a potency from the dose series; inactive = the rest, 99 in 100 with activation fold below about 1.6; also: many of its hits are not listed in these tables
PMI inhibitors: inhibitors of human PMI, primary screen, biochemical, fluorescence intensity, coupled assay (AID 1209); purified PMI enzyme, coupled fluorescence intensity; higher % means a stronger effect; inhibition, % at 20 µM, or IC50 in µM where a hit was titrated; 190,000 compounds, 0.42% hits;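 also: plate controls were DMSO vehicle for no effect and wells lacking substrate for full effect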
Hep lipid drop cells 6.5 µM: further read-out of Hep lipid drop, marked with its call; cell count; measured here: cell count, cytotoxicity flag;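 cells counted across two imaged fields per well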
Numbers without * were called inactive; [ ] = another dose, or the depositor's remark. Rule as the data show it, unless noted: active = inhibition above about 50%; inactive = the rest. This is a random part of the collection. Share with any hit: about 1.9%.

Results for COc1cccc(C(=O)CN(C(=O)c2ccc(Cl)cc2Cl)N2C(=O)c3ccccc3C2=O)c1 ?
XIAP antagonists: -15.9%; P. falciparum M17LAP: 13.5%; UTI89 phage lysis: 0.7%[50 µM]; Siah-1 displacement: -0.3%; human PMI inhibitors: 11.3%; M1AAP inhibition: 7.6%; Hep lipid drop: -11.8; TNAP activators: 1; PMI inhibitors: 28.1%; Hep lipid drop cells 6.5 µM: 601

Results for COc1ccc(CNC(=O)C(C)c2ccc([N+](=O)[O-])cc2)cc1 (stereo not given) ?
XIAP antagonists: 1.4%; P. falciparum M17LAP: 1.6%; UTI89 phage lysis: 0.0%; Siah-1 displacement: -1.6%; human PMI inhibitors: 6.7%; M1AAP inhibition: -2.9%; Hep lipid drop: -32.5; TNAP activators: 1; PMI inhibitors: 8.4%; Hep lipid drop cells 6.5 µM: 735

What do the screens show for `CC(C)N1C(=O)CCC1C(=O)NCc1cccs1` (stereo not given)?
XIAP antagonists: -2.0%; P. falciparum M17LAP: -0.3%; UTI89 phage lysis: 0.3%; Siah-1 displacement: -4.9%; human PMI inhibitors: -17.3%; M1AAP inhibition: 10.1%; Hep lipid drop: 3.8; TNAP activators: 1.1; PMI inhibitors: -17.3%; Hep lipid drop cells 6.5 µM: 709

How did CCc1ccc(C(=O)COC(=O)CNC(=O)COc2ccccc2)cc1 do in these assays?
XIAP antagonists: -1.5%; P. falciparum M17LAP: 6.6%; UTI89 phage lysis: 0.1%; Siah-1 displacement: -1.6%; human PMI inhibitors: 0.2%; M1AAP inhibition: -5.8%; Hep lipid drop: -11.0; TNAP activators: 1; PMI inhibitors: -3.4%; Hep lipid drop cells 6.5 µM: 698

What do the screens show for `O=C(CN1C(=O)c2ccccc2S1(=O)=O)c1ccc2c(c1)OCCO2`?
P. falciparum M17LAP: -7.8%; UTI89 phage lysis: -1.8%; Siah-1 displacement: -4.6%; M1AAP inhibition: -2.4%; Hep lipid drop: -16.1; Hep lipid drop cells 6.5 µM: 748

What do the screens show for `Cn1ncc(C#N)c1NC(=O)c1cc(-c2ccccc2Cl)on1`?
XIAP antagonists: -6.5%; P. falciparum M17LAP: 20.5%; UTI89 phage lysis: 1.2%; Siah-1 displacement: -2.4%; human PMI inhibitors: -7.3%; M1AAP inhibition: 2.0%; TNAP activators: 0.9; PMI inhibitors: -16.0%

What do the screens show for `O=C(O)c1cnn2c1NC(c1cccs1)CC2C(F)(F)F` (stereo not given)?
XIAP antagonists: -15.8%; P. falciparum M17LAP: -2.3%; UTI89 phage lysis: 0.4%; Siah-1 displacement: -2.2%; human PMI inhibitors: 3.0%; M1AAP inhibition: -3.3%; TNAP activators: 1.1; PMI inhibitors: 4.8%

Results for O=C(O)c1cccc(N2C(=O)c3ccc(Oc4ccc(Cl)cc4)cc3C2=O)c1 ?
XIAP antagonists: -12.9%; P. falciparum M17LAP: -1.4%; UTI89 phage lysis: 0.7%; Siah-1 displacement: 0.8%; human PMI inhibitors: 12.0%; M1AAP inhibition: -4.2%; Hep lipid drop: -4.7; TNAP activators: 1.1; PMI inhibitors: 17.7%; Hep lipid drop cells 6.5 µM: 711

Results for COc1cc(OC)c(NC(=O)CCNS(=O)(=O)c2ccc3c(c2)oc(=O)n3C)cc1Cl ?
XIAP antagonists: -9.3%; P. falciparum M17LAP: 18.4%; UTI89 phage lysis: 0.2%; Siah-1 displacement: -1.0%; human PMI inhibitors: 8.8%; M1AAP inhibition: 8.1%; TNAP activators: 1; PMI inhibitors: 0.8%

What do the screens show for `CC(C)Cn1nc(NC(=O)C2CCCO2)c2cc3ccccc3nc21` (stereo not given)?
XIAP antagonists: -5.0%; P. falciparum M17LAP: -19.9%; UTI89 phage lysis: 0.1%; Siah-1 displacement: 0.0%; human PMI inhibitors: 6.4%; M1AAP inhibition: 9.9%; TNAP activators: 1.2; PMI inhibitors: 12.6%

Results for COc1ccc(/C(C#N)=C/c2c(-c3ccc(Cl)cc3)nc3c(C)cccn23)cc1 ?
XIAP antagonists: -3.4%; P. falciparum M17LAP: 3.1%; UTI89 phage lysis: -0.2%; Siah-1 displacement: 2.0%; human PMI inhibitors: -2.0%; M1AAP inhibition: -6.6%; TNAP activators: 0.9; PMI inhibitors: 1.7%

How did CCOC(=O)c1csc(-c2sccc2Br)n1 do in these assays?
P. falciparum M17LAP: 2.1%; UTI89 phage lysis: -0.4%; Siah-1 displacement: 19.5%; M1AAP inhibition: -1.1%; Hep lipid drop: 18.4; Hep lipid drop cells 6.5 µM: 726

What do the screens show for `COc1ccc(C(=O)NCC(=O)N/N=C/c2cccc(OC(=O)c3ccco3)c2)cc1OC`?
XIAP antagonists: -2.1%; P. falciparum M17LAP: 1.7%; UTI89 phage lysis: 0.2%; Siah-1 displacement: 2.0%; human PMI inhibitors: 5.4%; M1AAP inhibition: 5.1%; Hep lipid drop: 7.0; TNAP activators: 1.1; PMI inhibitors: 1.9%; Hep lipid drop cells 6.5 µM: 696

What do the screens show for `O=C(/C=C/c1ccco1)N/C(=C\c1ccco1)C(=O)NCCc1nc2ccccc2[nH]1`?
XIAP antagonists: -3.1%; P. falciparum M17LAP: 15.4%; UTI89 phage lysis: 3.0%; Siah-1 displacement: 27.2%; human PMI inhibitors: -21.7%; M1AAP inhibition: 11.6%; Hep lipid drop: 18.6; TNAP activators: 1.1; PMI inhibitors: -38.8%; Hep lipid drop cells 6.5 µM: 656

How did COc1cc(C=O)c(Br)cc1OCC(=O)NCc1ccccc1 do in these assays?
XIAP antagonists: -4.5%; P. falciparum M17LAP: 1.2%; UTI89 phage lysis: -0.1%; Siah-1 displacement: 11.2%; human PMI inhibitors: 5.0%; M1AAP inhibition: 20.1%; Hep lipid drop: 13.6; TNAP activators: 1; PMI inhibitors: 0.5%; Hep lipid drop cells 6.5 µM: 690

How did COc1cc(/C=N/N=C2/C(=O)Nc3ccccc32)ccc1O do in these assays?
XIAP antagonists: -11.7%; P. falciparum M17LAP: 27.1%; UTI89 phage lysis: -3.6%; Siah-1 displacement: -1.6%; human PMI inhibitors: 12.0%; M1AAP inhibition: 17.2%; Hep lipid drop: -10.6; TNAP activators: 0.5; PMI inhibitors: 10.2%; Hep lipid drop cells 6.5 µM: 635

Results for CC(=O)Nc1cc2c(cc1NC(=O)Cn1nc(-c3ccccc3F)ccc1=O)OCCO2 ?
XIAP antagonists: 3.5%; P. falciparum M17LAP: 12.8%; UTI89 phage lysis: 3.5%; Siah-1 displacement: 1.2%; human PMI inhibitors: 4.7%; M1AAP inhibition: -1.4%; TNAP activators: 1.1; PMI inhibitors: -9.7%

What do the screens show for `COc1ccc(-c2nn(CC(=O)N3CCCCC3)c(=O)c3ccccc23)cc1`?
XIAP antagonists: -4.1%; P. falciparum M17LAP: 25.9%; Siah-1 displacement: 1.1%; human PMI inhibitors: -5.2%; M1AAP inhibition: 11.3%; TNAP activators: 1.1; PMI inhibitors: 1.7%

What do the screens show for `CCOC(=O)N1CCN(C(=O)CN(Cc2ccccc2)S(=O)(=O)c2ccc(OC)c(C)c2)CC1`?
XIAP antagonists: -2.3%; P. falciparum M17LAP: -6.0%; UTI89 phage lysis: 0.2%; Siah-1 displacement: 5.6%; human PMI inhibitors: -1.1%; M1AAP inhibition: -2.3%; Hep lipid drop: 22.1; TNAP activators: 1.1; PMI inhibitors: 3.8%; Hep lipid drop cells 6.5 µM: 644

What do the screens show for `COc1ccc(CCNC(=O)Cn2c(=O)n(-c3cc(F)ccc3F)c(=O)c3sccc32)cc1OC`?
XIAP antagonists: -3.3%; P. falciparum M17LAP: -14.5%; UTI89 phage lysis: -0.1%; Siah-1 displacement: 18.0%; human PMI inhibitors: -3.8%; M1AAP inhibition: 0.7%; Hep lipid drop: -30.3; TNAP activators: 1.1; PMI inhibitors: -4.6%; Hep lipid drop cells 6.5 µM: 664

Results for COc1cccc(CNC(=O)c2ccc(S(=O)(=O)N3CCCC3)cc2)c1 ?
XIAP antagonists: -1.3%; P. falciparum M17LAP: 5.4%; UTI89 phage lysis: 0.7%; Siah-1 displacement: -1.3%; human PMI inhibitors: 12.7%; M1AAP inhibition: 5.0%; Hep lipid drop: 4.1; TNAP activators: 1; PMI inhibitors: 14.4%; Hep lipid drop cells 6.5 µM: 791

How did CCCCCCC(=O)NC(Nc1ccc(S(N)(=O)=O)cc1)C(Cl)(Cl)Cl (stereo not given) do in these assays?
XIAP antagonists: -4.4%; P. falciparum M17LAP: -3.2%; UTI89 phage lysis: -0.9%; Siah-1 displacement: 5.5%; human PMI inhibitors: 8.6%; M1AAP inhibition: 2.1%; Hep lipid drop: 15.6; TNAP activators: 1.2; PMI inhibitors: 17.1%; Hep lipid drop cells 6.5 µM: 811

Results for CC1CC2(CC(C)(C(=O)CSc3n[nH]c(-c4ccccc4Cl)n3)OC2=O)C(=O)O1 (stereo not given) ?
XIAP antagonists: 0.9%; P. falciparum M17LAP: 53.7%; UTI89 phage lysis: -0.7%; Siah-1 displacement: -6.5%; human PMI inhibitors: -31.5%; M1AAP inhibition: 6.6%; Hep lipid drop: 1.0; TNAP activators: 0.5; PMI inhibitors: -0.8%; Hep lipid drop cells 6.5 µM: 816

What do the screens show for `Cc1nn(S(=O)(=O)N2CCOCC2)c(C)c1Br`?
XIAP antagonists: 14.6%; P. falciparum M17LAP: -4.3%; UTI89 phage lysis: 1.5%; Siah-1 displacement: 3.0%; human PMI inhibitors: 2.8%; M1AAP inhibition: -1.3%; Hep lipid drop: -6.1; TNAP activators: 1.1; PMI inhibitors: 5.7%; Hep lipid drop cells 6.5 µM: 724

What do the screens show for `COc1ccc(CC(=O)Nc2nc(-c3ccncc3)cs2)cc1`?
XIAP antagonists: -5.8%; P. falciparum M17LAP: 7.5%; UTI89 phage lysis: -0.1%; Siah-1 displacement: -6.3%; human PMI inhibitors: -2.5%; M1AAP inhibition: 6.8%; Hep lipid drop: -1.3; TNAP activators: 1; PMI inhibitors: -18.3%; Hep lipid drop cells 6.5 µM: 689

Results for CCOc1ccccc1C(=O)Nc1cc(C(=O)NCC(C)C)ccc1Cl ?
XIAP antagonists: -7.1%; P. falciparum M17LAP: -4.8%; Siah-1 displacement: 5.2%; human PMI inhibitors: -2.1%; M1AAP inhibition: -6.8%; Hep lipid drop: 4.9; TNAP activators: 1; PMI inhibitors: 4.0%; Hep lipid drop cells 6.5 µM: 682
